APP transl inh: APP translation inhibition. SH-SY5Y APP 5'UTR-luciferase reporter, luminescence. inhibition, % at 2 µM. hit rate 0.82% among 190,000;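 active = inhibition above a set limit, derived from the sample mean plus 3 SD, cut at about 45% in these data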; note: values of inactives mirror those of a sister screen read the other way
G6PDH counter: inhibits Leuconostoc G6PDH, flagging false hits in G6PDH-based assays | Purified L. mesenteroides G6PDH, diaphorase/resazurin coupled fluorescence, 45 min | inhibition, % at 5 µM | hit rate 0.12% among 200,000 | AID 1020; in the data active = inhibition above about 50%
HMGR II inh: inhibitors of class II HMG-CoA reductase from Enterococcus faecalis. hit rate 0.41% among 190,000. purified E. faecalis HMGR, NADPH absorbance 340 nm kinetic. inhibition, % at 10 µM;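 active = inhibition above a set limit, the median over all tested compounds plus 3 SD, cut at about 9.5% in these data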;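 note: enzyme runs in reverse so mevalonate oxidation gives rising NADPH absorbance; 0% = complete reaction with DMSO and 100% = background rate lacking mevalonate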
FLuc inhib CS: counter-screen for luciferase assay inhibitors: firefly luciferase inhibition; P08659; ATPLite firefly luciferase biochemical luminescence, 10 min; inhibition, % at 10 µM; hit rate 1.5% among 200,000; AID 1006;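 active = inhibition above about 50% when tested at 10 µM, limit read from the data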
Target sequence (P08659 whole entry, looked up): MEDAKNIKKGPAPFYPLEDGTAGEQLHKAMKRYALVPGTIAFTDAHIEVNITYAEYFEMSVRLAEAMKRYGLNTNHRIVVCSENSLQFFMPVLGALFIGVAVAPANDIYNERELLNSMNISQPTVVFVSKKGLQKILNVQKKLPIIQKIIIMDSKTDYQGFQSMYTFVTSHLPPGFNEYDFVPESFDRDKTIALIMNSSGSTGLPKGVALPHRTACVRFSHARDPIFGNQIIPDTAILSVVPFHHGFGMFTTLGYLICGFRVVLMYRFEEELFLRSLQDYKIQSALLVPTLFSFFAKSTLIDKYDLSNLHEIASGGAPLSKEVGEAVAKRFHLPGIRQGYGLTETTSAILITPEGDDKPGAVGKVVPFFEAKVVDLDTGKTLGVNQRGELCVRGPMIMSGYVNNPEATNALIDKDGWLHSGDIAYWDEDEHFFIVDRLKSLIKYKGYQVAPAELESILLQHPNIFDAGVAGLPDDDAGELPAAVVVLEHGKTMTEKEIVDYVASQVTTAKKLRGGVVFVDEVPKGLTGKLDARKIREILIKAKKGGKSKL
APP 5'UTR act: APP 5'UTR luciferase reporter activation. hit rate 1% among 190,000. activation, % at 2 µM. SH-SY5Y APP 5'UTR luciferase reporter, luminescence; zero percent = DMSO vehicle wells. AID 1276;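 active = activation above a set limit, based on mean plus 3 SD of controls, cut at about 140% in these data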; note: values of inactives mirror those of a sister screen read the other way
Redox H2O2 prof: compounds producing H2O2 with reducing agent – biochemical, NIH compound library profiling, artefact control for MLSCN library redox annotation, primary screen | DTT-dependent redox cycling H2O2, phenol red/HRP absorbance; 100% = 100 µM peroxide control, 0% = buffer | activation, % at 10 µM | AID 878 | hit rate 0.03% among 200,000;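 active = activation of at least 50% relative to the plate's high and low controls in the primary single-dose screen; inactive = activation below 50%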;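 note: compound incubated with DTT at 0.8 mM final as the reducing agent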
NF-kB expr up: NF-kB expression increase, human neuronal cells. NF-kB reporter expression; active compounds read high. fold change at 12.5 µM. hit rate 1.6% among 190,000. AID 1239; in the data active = fold change above about 3.3
FLuc act counter: affects firefly luciferase, flagging false hits in luciferase stimulation screens; P08659; ATPlite luciferase biochemical, luminescence, 10 min; 0 = ATP-free wells, 1 = DMSO control; activation factor at 10 µM; 200,000 tested, under 10 active; AID 1027;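 active = luciferase activation factor, scaled between plate controls, of at least 2 with compound at 10 µM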
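Assay system: Luciferase/luciferin reagent mix; Medium: PBS as buffer for the ATP substrate; Dosing: test compounds dosed from 2 mM stocks in 100% DMSO; Times: 10 min, room temperature; Signal: luminescence from luciferase reaction; Read-out: luciferase activation; Controls: No-ATP low control, compound-free enzyme-plus-ATP high control.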
STAT1 activator: increases IFN-gamma driven STAT1 reporter signal | NIH 3T3 STAT1-luciferase reporter, luminescence; 100% = IFN-gamma alone, no compound | activation (% of control), % at 5.5 µM | hit rate 2.6% among 200,000 | AID 932;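 active = activation above the screen-wide mean activation plus 3 SD, cut at about 130% in these data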;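 note: raw ratio to IFN-gamma control signal so 100% means no change and 0% no light; values of inactives mirror those of a sister screen read the other way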
Hsp70 act: Hsp70 transcriptional activation, primary screen; HeLa Hsp70 promoter luciferase reporter, luminescence; scaled: vehicle 0, proteasome-inhibitor control 100%; AID 1203; activation, % at 10 µM; hit rate 0.04% among 200,000;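 active = activation above the mean across all tested compounds plus 3 SD, cutoff set per campaign, cut at about 5.5% in these data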;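 note: 100% = MG132 at 30 µM as the positive control and 0% = DMSO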
Active calls of the source: *; · = no result given; & = joins results of further samples.

no.	Compound	APP transl inh	G6PDH counter	HMGR II inh	FLuc inhib CS	APP 5'UTR act
1	COc1cc(NC(=O)CN2CCN(Cc3ccc4c(c3)OCO4)CC2)cc(OC)c1	-2	2	-4	-9	2
2	Cc1ccccc1-c1nnn(CC(=O)c2ccc(S(=O)(=O)N3CCCC3)cc2)n1	5	4	1	-12	-5
3	CCc1ccccc1NC(=O)CSc1nc(-c2ccccc2)nn1C(=O)c1cccc([N+](=O)[O-])c1	-12	-5	-2	-5	12
4	O=C(CSc1ncnc2c1nnn2Cc1ccc(F)cc1)NC1CCCCC1	5	12	-8	-2	-5
5	CNS(=O)(=O)c1cccc(C(=O)OCC(=O)Nc2sc3c(c2C#N)CCCCC3)c1	-7	-9	-3	0	7
6	COc1ccccc1N1CCN(C(=O)COc2cc(C)ccc2C)CC1	-10	6	-6	-1	10
7	COc1ccc(N(CCN2C(=O)c3ccccc3C2=O)C(=O)c2cccc([N+](=O)[O-])c2)cc1	-24	24	-1	2	24
8	Cc1[nH]c(=O)[nH]c(=O)c1/C=C/C(=O)OCC(C)C	9	10	-2	18	-9
9	CCOC(=O)CC1CCCCN1Cc1nc(-c2ccc(F)c(OC)c2)oc1C (stereo unspecified)	-13	6	7	-5	13
10	Clc1cccc(CN2CCC(Cc3ccccc3)CC2)c1	-24	7	14*	-8	24
11	Cc1ccccc1OCC(=O)N/N=C/c1cccc(Oc2ccc([N+](=O)[O-])cc2[N+](=O)[O-])c1	4	-41	-1	-5	-4
12	CC(C)CCN1C(=O)CCC1(C)C(=O)NC1CCCCCC1 (stereo unspecified)	-1	4	-1	-9	1

no.	Redox H2O2 prof	NF-kB expr up	FLuc act counter	STAT1 activator	Hsp70 act
1	0.0	0.84	1.1	100	-0.4
2	0.7	0.59	1.1	96	-0.1
3	-5.3	1.1	1.1	96	-0.3
4	-1.5	1.4	1	98	0.1
5	0.3	1.5	1	115	-0.3
6	0.3	1.3	1	96	-0.2
7	0.4	0.88	1	97	-0.1
8	0.9	1	0.8	99	-0.5
9	-0.8	1.2	1	99	0.0
10	-5.2	1.1	1.1	89	-0.3
11	0.3	1.1	1.1	98	-0.2
12	0.1	1.2	1.1	101	-0.2

Next structures.
no.	Compound	APP transl inh	G6PDH counter	HMGR II inh	FLuc inhib CS	APP 5'UTR act
13	CCN(c1c(C)n(C)n(-c2ccccc2)c1=O)S(C)(=O)=O	11	18	1	-2	-11
14	CSc1ccccc1NC(=O)Cn1c(-c2cscn2)nc2ccccc21	21	-7	-1	-1	-21
15	Cc1nc(SCC(=O)N2CC(=O)Nc3ccccc32)nc(C)c1C	-52	1	-5	2	52
16	Cc1csc(Nc2cccc3ccccc23)n1	-22	4	-4	-6	22
17	O=C(Nc1cccnc1)c1cccc(NC(=O)c2ccco2)c1	-5	-14	-3	4	5
18	CCOC(=O)N1CCN(C(=O)CSCC(=O)Nc2nc(-c3ccc(OC)cc3)cs2)CC1	-22	-41	1	-2	22
19	CC(C)CN(CCOc1cccc(N2C(=O)C3=C(CCCC3)C2=O)c1)CC(C)C	5	0	-2	-3	-5
20	Cc1nc(NC(=O)c2ccccc2[N+](=O)[O-])sc1C(=O)N(C)C	11	14	-4	-4	-11
21	CCCCOc1ccc(-c2ncc(C(=O)O)c(C)n2)cc1	-165	-3	-3	1	165*
22	COc1ccccc1N1CCN(C/C=C/c2ccc(N(C)C)cc2)CC1	-8	10	-3	-4	9
23	CCOC(=O)C(C(=O)N1CCOCC1)C1CCCCC1 (stereo unspecified)	-15	-16	-12	-6	15
24	O=C(NC(=S)Nc1ccccc1)c1csnn1	-19	2	-3	-1	19

no.	Redox H2O2 prof	NF-kB expr up	FLuc act counter	STAT1 activator	Hsp70 act
13	3.4	0.94	1	107	-0.1
14	2.3	0.74	1	102	-0.3
15	-1.4	1	1	101	-0.1
16	12	1.4	1.1	104	-0.1
17	-3.5	1.1	1	107	-0.5
18	3.3	1.1	1	97	-0.5
19	-0.7	1.1	1	100	-0.1
20	-0.3	1.4	1	98	-0.4
21	2.1	4.3*	1	136*	0.5
22	-2.4	0.88	1	103	-0.3
23	0.7	1.2	1.1	103	-0.2
24	3.4	1.1	1	110	0.6

(list continues)
no.	Compound	APP transl inh	G6PDH counter	HMGR II inh	FLuc inhib CS	APP 5'UTR act
25	CCc1nc(SCC(=O)N2c3ccccc3Sc3ccccc32)c2ccccc2n1	4	6	-2	-13	-4
26	Cc1cccc(C)c1-n1c(SCC(=O)Nc2ccc(C(=O)O)cc2)nnc1-c1cccc(S(=O)(=O)N(C)C)c1	2	12	-6	4	-2
27	CC(C)Cc1ccc(/C(=N/O)C(=O)O)s1	-24	2	-5	-4	24
28	CCOC(=O)C1=C(C)NC(=O)NC1C1CC=CCC1 (stereo unspecified)	-4	3	-4	-7	4
29	O=C(COC(=O)c1cc(=O)c2ccccc2o1)NC1CCCCC1	4	4	-7	-4	-4
30	Cc1ccc(N2C(=O)C(Cl)=C(NCCO)C2=O)c(C)c1	-2	-3	-1	-2	2
31	CN(C(=O)CSc1nnc(Nc2ccccc2)s1)c1c(N)n(Cc2ccccc2)c(=O)[nH]c1=O	-2	0	-3	-4	2
32	Nn1c(SCc2cc([N+](=O)[O-])cc3c2OCOC3)nnc1-c1cccnc1	-41	4	-4	-6	41
33	O=C(COc1ccc(Cl)cc1Cl)Nc1cccnc1	-78	6	-2	58*	78
34	Cc1c(-n2cc(C(=O)c3ccccc3O)cc(C#N)c2=O)c(=O)n(-c2ccccc2)n1C	-5	5	-5	-1	5
35	COc1ccc(/C=N/NS(=O)(=O)c2ccc(F)cc2)cc1COc1cc(F)ccc1[N+](=O)[O-]	-6	5	3	-6	6
36	O=C(NC(=S)N1CCN(c2ccc([N+](=O)[O-])cc2)CC1)c1ccco1	7	21	-2	-9	-7

no.	Redox H2O2 prof	NF-kB expr up	FLuc act counter	STAT1 activator	Hsp70 act
25	0.5	1.1	1.1	91	-0.2
26	-0.9	1	1	112	-0.3
27	1.9	1.2	1	98	-0.5
28	3.7	1	1.1	101	0.2
29	-2.5	0.88	1	90	0.1
30	2.3	1	1	97	-0.5
31	-1.2	1.4	1	101	0.0
32	-1.7	0.88	1.1	104	0.2
33	-0.8	1.3	0.4	99	-0.1
34	0.9	1	1	100	0.2
35	-0.3	1.1	1.1	86	-0.3
36	0.4	1	1.1	97	-0.2

(further entries)
no.	Compound	APP transl inh	G6PDH counter	HMGR II inh	FLuc inhib CS	APP 5'UTR act
37	CCCn1c(N)c(C(=O)CSc2nnc(-c3ccco3)n2Cc2ccccc2)c(=O)[nH]c1=O	-1&10	·	0	·	1&-10
38	Cc1ccc(/C=N/NC(=O)COc2ccccc2-c2ccccc2)cc1	97*	-10	-5	-1	-97
39	CCOC(=O)C1=C(C)NC(=S)NC1c1ccc(OC(=O)c2ccco2)cc1 (stereo unspecified)	-6	5	-2	-6	6
40	COCc1nnc(SCC(=O)NCc2ccccc2)n1-c1ccccc1	13	-2	-3	-6	-13
41	CCOc1ccc(CN(C)C(=O)c2cccnc2OCC)cc1OC	-3	4	7	-6	3
42	COC(=O)c1sc2ccccc2c1NC(=O)c1cccs1	-4	-22	0	0	4
43	O=C(CSc1nc(-c2ccccc2F)nc2nc[nH]c12)Nc1c(Cl)cc(Cl)cc1Cl	-15	11	-9	-9	15
44	COc1ccc(NC(=O)CNC(=O)c2ccc([N+](=O)[O-])cc2)cc1	-4	4	-1	1	4
45	COc1cccc(-c2nnc3sc(-c4ccccc4)nn23)c1	-39	13	2	-1	39
46	COc1ccc(Nc2nc(C)cc(C)c2C#N)cc1OC	7	-2	5	-5	-7
47	COc1ccc(OCC(=O)N/N=C/c2ccsc2)cc1	-2	-3	2	24	2
48	CN(C)C(=O)N1CCC(C(=O)N2CCCC(C(=O)c3cccc4ccccc34)C2)CC1 (stereo unspecified)	11	12	-10	-5	-11

no.	Redox H2O2 prof	NF-kB expr up	FLuc act counter	STAT1 activator	Hsp70 act
37	2.0	0.64	·	105	0.1
38	-0.5	0.98	1	115	0.1
39	-0.8	1.2	1.1	90	-0.3
40	-0.6	1.4	1.1	101	0.0
41	3.7	0.95	1.1	99	-0.2
42	2.2	0.83	1	95	0.1
43	0.4	1	1.1	103	0.0
44	5.4	1.2	1	105	0.0
45	-0.1	1.3	1	105	-0.1
46	-0.3	1.3	1	105	-0.5
47	0.3	1.2	0.8	106	-0.4
48	-7.2	1.4	1.1	96	-0.1

(further entries)
no.	Compound	APP transl inh	G6PDH counter	HMGR II inh	FLuc inhib CS	APP 5'UTR act
49	Cc1cccc(OCC(=O)Nc2ccc3c(c2)OCO3)c1C	-26	2	1	7	26
50	Clc1ccc(CSc2nnc(CNc3cccc(Cl)c3)o2)cc1	7	1	2	-5	-7
51	CC(=O)N1CCN(c2ncnc3sc(-c4ccccc4)cc23)CC1	6	1	-3	-6	-6
52	COC(=O)c1cc(NC(=O)c2ccoc2C)cc(C(=O)OC)c1	15	-31	-6	-4	-15
53	CC1CCN(c2ncnc3ccccc23)CC1	12	5	-7	-3	-13
54	CC(Oc1ccccc1Cl)c1nnc(N)s1 (stereo unspecified)	2	4	-1	-4	-2
55	Cc1ccc(CC2CC(=O)N(C(Cc3ccccc3)C(=O)O)C2=O)cc1 (stereo unspecified)	-18	7	1	-6	18
56	O=[N+]([O-])c1ccc(C[n+]2ccc(Cc3ccccc3)cc2)cc1	-43	23	-2	-3	43
57	O=C1/C(=C/c2ccccc2)CSc2sccc21	-17	3	1	3	17
58	CCCCOC(=O)c1ccc(OC(=O)c2cccnc2)cc1	-8	4	0	-3	8
59	CCCCCCOC(=O)Nc1ccc(S(=O)(=O)Nc2cccc([N+](=O)[O-])c2)cc1	3	2	-1	-8	-3

no.	Redox H2O2 prof	NF-kB expr up	FLuc act counter	STAT1 activator	Hsp70 act
49	0.8	1.2	0.9	100	-0.5
50	0.1	1.3	1.1	97	-0.1
51	0.1	1.1	1.1	95	-0.1
52	-0.4	1.2	1	93	-0.1
53	1.8	0.76	1	96	-0.1
54	0.0	1.1	1	105	-0.4
55	-0.5	1.1	1.1	98	0.6
56	-1.0	1.3	1	103	0.0
57	0.2	1.2	1	110	-0.3
58	-0.4	1.8	1	112	0.1
59	0.2	0.99	1.1	97	-0.5

One compound at a time (already shown). Screens in order: APP transl inh	G6PDH counter	HMGR II inh	FLuc inhib CS	APP 5'UTR act	Redox H2O2 prof	NF-kB expr up	FLuc act counter	STAT1 activator	Hsp70 act
Listed for CC1CCN(c2ncnc3ccccc23)CC1 = 12	5	-7	-3	-13	1.8	0.76	1	96	-0.1
Listed for CCCCOC(=O)c1ccc(OC(=O)c2cccnc2)cc1 = -8	4	0	-3	8	-0.4	1.8	1	112	0.1
Listed for COC(=O)c1cc(NC(=O)c2ccoc2C)cc(C(=O)OC)c1 = 15	-31	-6	-4	-15	-0.4	1.2	1	93	-0.1
Listed for Clc1ccc(CSc2nnc(CNc3cccc(Cl)c3)o2)cc1 = 7	1	2	-5	-7	0.1	1.3	1.1	97	-0.1

From PubChem
